# Compound activity (PubChem BioAssay)
# Hsp70 displacement – small molecules displacing fluorescent ligand from Hsp70 – biochemical, fluorescence polarization, primary screen (AID 583). Hsp70 fluorescence polarization probe displacement, mP; higher % means a stronger effect. one-dose displacement, % at 20 µM; IC50 in µM for titrated hits. 0.06% of 140,000 active; in the data active = displacement above about 50%;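 also: plate controls were vehicle for no effect and reference ligand for full effect; a part of the inactive calls stands beside numbers as strong as those of hits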
# Rat MKP-3 inhibitors – MKP-3 phosphatase inhibitors, primary screen, biochemical, rat enzyme, in vitro (AID 425); recombinant MKP-3 phosphatase activity, fluorescence; higher % means a stronger effect; inhibition, % at 20 µM; hits with a dose series show IC50 in µM; 0.17% of 110,000 active; in the data active = inhibition above about 50%;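 also: plate controls were vehicle for no effect and reference inhibitor for full effect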
# * = called active by the depositor; . = not tested or not shown; & = joins results of further samples. These rows are one share of the data; count on the stated rates, not on these rows.
# The line under a structure holds: Hsp70 displacement, Rat MKP-3 inhibitors
COc1ccc(C2/C(=C(\O)c3ccc(C)cc3)C(=O)C(=O)N2CCCC(=O)O)cc1 (stereo not given)
→ -3.8%, 1.4%
Cc1ccsc1C=Nc1ccc(Br)cn1
→ 3.6%, -2.5%
COc1cc(OC)cc(-c2nc(N)n[nH]2)c1
→ 0.4%, -3.6%
Cc1cc(C(=O)NCCC(c2ccccc2)c2ccccc2)ccc1[N+](=O)[O-]
→ 2.9%, 2.4%
N#C/C(=C\c1ccc(-c2ccc(Br)cc2)o1)C(N)=O
→ 2.9%, 3.5%
CCN1C(=O)c2cccc3c(NC(=O)c4ccc(C(=O)c5ccccc5)cc4)ccc1c23
→ -0.4%, 0.8%
Cc1cccc2cc(CN(CCCO)C(=O)Nc3cccc(Cl)c3)c(=O)[nH]c12
→ 1.0%, -8.2%
O=C(CN1C(=O)c2ccccc2S1(=O)=O)N1CCc2ccccc21
→ 0.5%, -9.4%
CC(=O)Nc1ccc(S(=O)(=O)N2CCN(CC(O)COc3ccc4ccccc4c3)CC2)cc1 (stereo not given)
→ -1.3%, .
Cc1cc(Cl)c(S(=O)(=O)NCc2ccccc2)cc1OCC(N)=O
→ 3.7%, .
O=C1COc2ccc3ccccc3c2CN1
→ 9.7%, -4.4%
CC(=O)N(/N=C1\Sc2ccccc2C1=O)c1cccc(C)c1
→ 11.4%, .
CC(=O)Nc1ccc(S(=O)(=O)NC2(C(F)(F)F)C(=O)Nc3c2c(=O)[nH]c(=O)n3C)cc1 (stereo not given)
→ 6.0%, .
COc1ccc(N2C(=O)/C(=C/c3ccc(-c4ccc([N+](=O)[O-])c(C)c4)o3)SC2=S)cc1
→ -3.4%, 9.2%
Cc1cccc(C(=O)O/N=C(\N)Cc2cccc3ccccc23)c1
→ -2.8%, -1.5%
Cc1nc(SCC(=O)Nc2ccc(C)c(F)c2)c2oc3ccccc3c2n1
→ -1.2%, -2.6%
CCCS(=O)(=O)N1CCCC(C(=O)NCCCN(C)Cc2ccccc2)C1 (stereo not given)
→ -2.7%, -4.4%
O=C(CCc1nc2ccccc2[nH]c1=O)OCC(=O)N1CCc2ccccc21
→ -7.2%, -10.5%
CCOc1ccc(-c2nnc(SCC(=O)N(CC)CC)n2N)cc1
→ -6.1%, -3.1%
CCOc1ccc(/C=N/NC(=O)c2cc(-c3ccccc3)n[nH]2)cc1
→ -0.8%, 2.7%
O=C(CC(NC(=O)c1ccccc1)c1ccccc1)OCC(=O)N1c2ccccc2Sc2ccccc21 (stereo not given)
→ 2.6%, 0.7%
CCOC(=O)CN1C(=O)C(C)(C)Oc2ccc(C(=O)NC(C)(C)CC)cc21
→ 0.6%, -7.7%
CC1=C(OC(=O)c2ccccc2)C(C)(C)C(c2ccc(Br)cc2)OC1=O (stereo not given)
→ -0.4%, .
O=C(NCc1cccnc1)/C(=N\O)c1ccccc1
→ 1.3%, -8.7%
Cc1cc(I)ccc1S(=O)(=O)N1CCN(c2ccccc2)CC1
→ 3.5%, 3.6%
CN(C)c1ccc(C(=O)N2CCN(c3cccc(Cl)c3)CC2)cc1
→ 6.6%, -3.5%
Cc1ccc(NC(=O)CN(c2ccc(Oc3ccccc3)cc2)S(C)(=O)=O)cc1C
→ -0.1%, -0.1%
Cc1ccnc(N2CCC(C(=O)Nc3nnc(C)s3)CC2)n1
→ 3.1%, -2.0%
CCc1ccc2c(c1)C(O)(CC(=O)c1ccc(Cl)cc1)C(=O)N2 (stereo not given)
→ 2.9%, 0.2%
C=CCn1c(SCc2ccc(C#N)cc2)nnc1-c1cccc(Cl)c1
→ 1.9%, 2.6%
CCOc1cc(C2C(C(=O)OC(C)C)=C(C)N=C3SCCC(=O)N32)ccc1OC(C)=O (stereo not given)
→ -0.7%, -1.3%
CS(=O)(=O)N(CC(=O)NC1CCCC1)c1ccc2c(c1)OCCO2
→ 0.6%, -12.9%
CC1CCCN(Cc2nc3c(c(=O)n(C)c(=O)n3C)n2CC(=O)c2ccccc2)C1 (stereo not given)
→ -1.5%, 6.9%
Cn1cc(CNC(=O)C23CC4CC(CC(C4)C2)C3)cn1
→ 2.3%, .
COc1ccc2ccccc2c1C1CC(=O)N2CN(Cc3ccco3)CSC2=C1C#N (stereo not given)
→ -4.1%, -6.5%
O=S(=O)(c1ccc(Cl)cc1Cl)N1CCN(c2ccccc2)CC1
→ 0.2%, 2.7%
C=CCn1c(=O)c2c(nc3n2CCS3)n(C)c1=O
→ 2.5%, 3.4%
CC1=Nn2c(nnc2-c2ccccn2)SC1
→ -0.8%, -10.6%
O=C1OC(c2ccccc2)=N/C1=C/c1ccc(-c2cccc([N+](=O)[O-])c2)o1
→ -5.4%, 0.4%
CC1CCCCN1C(=O)NC12CC3CC(CC(C3)C1)C2 (stereo not given)
→ 2.3%, .
Cc1cc(C(=O)CN2C(=O)c3ccccc3S2(=O)=O)c(C)n1CC1CCCO1 (stereo not given)
→ -0.7%, -6.0%
CCCOC(=O)c1c(-c2cc(C)ccc2C)csc1N
→ -1.8%, 3.4%
O=C1Nc2c(S(=O)(=O)O)cc(S(=O)(=O)O)c3cccc1c23
→ -0.6%, -0.9%
COc1ccc(C2=NC(=Cc3ccc(Br)cc3)C(=O)O2)cc1
→ 0.3%, 0.6%
COc1ccc2c(c1)CCC/C2=N/NC(=O)c1ccoc1C
→ 1.6%, 1.7%
CC1(C)Cc2c(sc3nc(SCC(=O)NCc4ccco4)n(-c4ccccc4)c(=O)c23)CS1
→ 2.0%, 2.4%
CCOC(=O)c1c(NC(=O)c2cc(OC)c(OC)c(OC)c2)sc(C(=O)Nc2ccc(OC)cc2OC)c1C
→ -1.7%, 5.9%
COc1cc2ccccc2cc1C(=O)OCC(=O)N1CCOCC1
→ 1.3%, -1.1%
Cc1c(C(=O)Nc2ccccn2)oc2ccccc12
→ 5.4%, -6.7%
N#Cc1nc(-c2ccccc2)oc1N1CCCCC1
→ 1.1%, -11.1%
CC(=O)c1cccc(NC(=O)N2CCC(c3nnc(SCC(N)=O)n3C)CC2)c1
→ 5.3%, -0.8%
Cc1cccn2c(=O)c(/C=C3\SC(=S)N(CC4CCCO4)C3=O)c(NCCc3ccccc3)nc12 (stereo not given)
→ -6.2%, 5.2%
CC(C(=O)NC1=NCCS1)(C(F)(F)F)C(F)(F)F
→ -0.1%, -3.2%
CC1=CCC(C(=O)O)(C(=O)N/N=C/c2cccs2)C(c2ccc(F)cc2)C1 (stereo not given)
→ 2.0%, .
CCC(c1nnnn1C(C)(C)C)N1CCN(c2cc(Cl)ccc2C)CC1 (stereo not given)
→ -3.7%, -16.2%
NC1=NC(=O)C(CC(=O)Nc2ccccc2C(F)(F)F)S1 (stereo not given)
→ -0.7%, 1.1%
Cn1c(-c2ccccc2Br)n[nH]c1=S
→ 1.6%&-5.6%, -2.1%
O=[N+]([O-])c1ccc(C2Oc3ccccc3C3CC(c4ccccc4)=NN32)s1 (stereo not given)
→ -5.4%, 4.1%
CCCCn1c(=O)[nH]c(=O)c2c1nc(COc1ccc(C#N)cc1)n2CCC
→ 5.0%, 2.6%
CC1(C)CC(=O)c2sc(NC(=O)CN3CCCCC3)nc2C1
→ 0.8%&1.2%, -10.8%&0.5%

# A draw from above in order of molecular weight, falling:
# The line under a structure holds: Hsp70 displacement, Rat MKP-3 inhibitors
CC1=CCC(C(=O)O)(C(=O)N/N=C/c2cccs2)C(c2ccc(F)cc2)C1 (stereo not given)
→ 2.0%, .
CCCCn1c(=O)[nH]c(=O)c2c1nc(COc1ccc(C#N)cc1)n2CCC
→ 5.0%, 2.6%
Cc1c(C(=O)Nc2ccccn2)oc2ccccc12
→ 5.4%, -6.7%

# Additional entries:
# The line under a structure holds: Hsp70 displacement, Rat MKP-3 inhibitors
O=C(/C=C/c1ccc(OC2CSC2)cc1)c1ccc(Cl)cc1
→ 1.2%, 0.0%
CCC1C(C#N)=C(SC)NC2=C1C(=O)CC(C)(C)C2 (stereo not given)
→ -8.4%, 0.8%
CNc1c(Cl)c(Cl)c(Cl)c2c1C(=O)c1ccccc1C2=O
→ -0.3%, 3.3%
CC1CCCCN1CCn1c(=S)[nH]c2ncccc2c1=O (stereo not given)
→ 7.8%, 3.3%
N#CCN1C(=S)N=C(Nc2cccc(Cl)c2)C12CCCCC2
→ 1.6%, .
CCN(CCNC(=O)C1CCN(S(=O)(=O)c2cccc3cccnc23)CC1)c1ccccc1
→ -0.3%, 3.9%
Cc1nnc(SCc2ccccc2)[nH]c1=O
→ -4.6%, 1.9%
CCOC(=O)C1Cn2c(nc3c(c2=O)C2(CCCC2)Cc2ccccc2-3)S1 (stereo not given)
→ 1.4%, -8.1%
COc1ccc(N2C3=[N+](CCCC3)CC2(C)O)cc1 (stereo not given)
→ 2.1%, 0.5%
O=C(c1cccc(S(=O)(=O)N2CCCCC2)c1)N1CCOCC1
→ -2.8%, 5.3%
O=C1C(=O)N(c2cccnc2)C(c2ccc(Br)cc2)/C1=C(\O)c1ccc(Cl)cc1 (stereo not given)
→ 2.1%, 2.4%
Cc1ccccc1/C=N/Nc1ccc([N+](=O)[O-])cc1
→ 2.5%, 4.1%
CC1CCOP(=O)(C(Nc2ccc(Br)cc2)c2ccc(Br)cc2)O1 (stereo not given)
→ -2.2%, 2.8%
Cc1ccc(C2=N/C(=C\N3CCCCC3)C(=O)O2)cc1
→ 3.0%, .
COc1ccc(N(C(=O)COc2ccccc2)C2C=CS(=O)(=O)C2)cc1 (stereo not given)
→ -2.9%, -4.9%

# Continued; the last three above are carried over.
# The line under a structure holds: Hsp70 displacement, Rat MKP-3 inhibitors
CC1CCOP(=O)(C(Nc2ccc(Br)cc2)c2ccc(Br)cc2)O1 (stereo not given)
→ -2.2%, 2.8%
Cc1ccc(C2=N/C(=C\N3CCCCC3)C(=O)O2)cc1
→ 3.0%, .
COc1ccc(N(C(=O)COc2ccccc2)C2C=CS(=O)(=O)C2)cc1 (stereo not given)
→ -2.9%, -4.9%
COc1cc(NC(=O)c2cccs2)c(OC)cc1Cl
→ 6.1%, -2.1%
CCC(C)c1ccc(OCC(=O)Nc2ccc(Cl)cn2)cc1 (stereo not given)
→ 6.0%, .
CC1CCC2(CC1)NC(=O)N(CC(=O)c1ccc[nH]1)C2=O (stereo not given)
→ 2.4%, .
CCOC(=O)c1cc2c(ccn2C)n1Cc1cc(C)ccc1C
→ -1.2%, .
O=C(CCN1CCc2ccccc21)c1ccc2c(c1)OCCO2
→ 6.9%, 3.4%
COC(=O)c1cc(Nc2cc(C)nc3ncnn23)cc(C(=O)OC)c1
→ 6.4%, -1.0%
Cc1ccc(NC(=O)CCCOc2ccccc2)cc1
→ -2.3%, 2.9%
O=C(CCCOc1ccccc1)N1CCCc2ccccc21
→ ., -7.3%
CN1CC2(C(=O)c3ccccc3)CN(C)CC(C(=O)c3ccccc3)(C1)C2
→ 0.8%, -4.4%
Cc1cc(C)c(NC(=S)NC(=O)c2ccccc2C)c(C)c1
→ -9.1%, -0.2%
O=C(Nc1ccc2c(c1)Cc1ccccc1-2)c1ccc(Br)o1
→ -3.6%, .
Cc1cccc(NC(=O)c2ccc(NC(=O)COc3ccc(Cl)cc3Cl)cc2)c1
→ 4.6%, 2.5%
O=C(CNS(=O)(=O)c1cccc2nsnc12)NC1CCCCC1
→ -2.3%, -8.7%
Cc1cc2c(c(=O)n1CCN(C)C)C(c1ccc(Br)cc1)C(C#N)=C(N)O2 (stereo not given)
→ 9.3%, 4.8%
CC(C)(C)c1cnc(NC(=O)c2ccccc2O)s1
→ 0.2%, -0.6%
COc1ccc2c(c1)OCC/C2=N/OC(=O)c1cccc(F)c1
→ 6.9%, -0.3%
O=C(NC12CC3CC(CC(C3)C1)C2)C1CC(=O)N(c2ccccc2)C1 (stereo not given)
→ 4.8%&0.9%, -7.4%
Cc1nc2nc(SCC(=O)N3CCOCC3)nn2c(C)c1Cc1c(F)cccc1Cl
→ -1.8%, 4.5%
C=CCOC(=O)C1=C(C)N(C)C(=O)NC1c1cc2c(cc1Br)OCO2 (stereo not given)
→ 2.5%, -11.0%
O=[N+]([O-])c1cccc(CN2CCN(S(=O)(=O)c3ccc(Cl)cc3)CC2)c1
→ 2.1%, 2.1%
O=C1c2ccccc2C(Nc2ccc3c(c2)OCCO3)N1Cc1ccc2c(c1)OCO2 (stereo not given)
→ -0.7%, -4.3%
O=c1oc(-c2ccc(Br)cc2)nc2cc(Cl)ccc12
→ -0.7%, 2.5%
CN(C)c1ccc(NC(=O)Nc2ccc3snnc3c2)cc1
→ -2.2%, -3.4%
CSC1=N/C(=C\c2ccc(F)cc2)C(=O)S1
→ -1.6%, .
COc1ccccc1CNc1ccc(N2CCCCC2)cc1
→ -0.1%, -0.6%
COc1ccc(N2CCN(c3oc(-c4ccc(OC)c(OC)c4)nc3C#N)CC2)cc1
→ -3.9%, -10.0%
O=C(Nc1ccccc1C(=O)NCCCn1ccnc1)c1ccccc1
→ -0.8%&2.7%, -9.9%&2.4%
O=C(Nc1ccccc1)C1C2/C=C\CCCCC21 (stereo not given)
→ 3.9%, 1.5%
O=C(Nc1cc(C(F)(F)F)ccc1Cl)C1CC(=O)N(c2ccc(F)cc2)C1 (stereo not given)
→ 1.6%, 1.7%
CCCCOc1ccc(-c2nc(N)n[nH]2)cc1
→ -7.7%&3.4%, 0.8%&1.7%
CCN1CCC(=NNS(=O)(=O)c2ccc(Cl)cc2)CC1
→ 0.5%, -0.3%
CCSc1cnn(-c2ccccc2)c(=O)c1SCC
→ -3.4%, .
N#Cc1c(NC(=O)COC(=O)C2CC3C=CC2C3)oc(-c2ccccc2)c1-c1ccccc1 (stereo not given)
→ -5.7%, -0.4%
COc1ccc(C(=O)n2cnc(N)n2)cc1
→ -1.1%, -9.0%
Cc1ccc(NC(=O)C2(S(=O)(=O)c3ccc(C)cc3)CC2)cc1
→ -1.2%, .
N#Cc1ccc2ccn(CC(=O)NC3CCCCC3)c2c1
→ -0.1%, -4.9%
